Bioassay records as filed in PubChem.
OXTR ag: activates the human oxytocin receptor; AID 2435; activation, % at 3 µM; 0.32% of 320,000 active; CHO-OTR cells, Fluo-8 calcium fluorescence; normalized: DMSO 0%, oxytocin 100%;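 active = activation above the mean of all tested compounds plus 3 SD, cutoff set per screening run, cut at about 20% in these data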;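 note: peak over basal fluorescence ratio from a 100 s FLIPR kinetic read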
Target sequence (P30559 whole entry, looked up): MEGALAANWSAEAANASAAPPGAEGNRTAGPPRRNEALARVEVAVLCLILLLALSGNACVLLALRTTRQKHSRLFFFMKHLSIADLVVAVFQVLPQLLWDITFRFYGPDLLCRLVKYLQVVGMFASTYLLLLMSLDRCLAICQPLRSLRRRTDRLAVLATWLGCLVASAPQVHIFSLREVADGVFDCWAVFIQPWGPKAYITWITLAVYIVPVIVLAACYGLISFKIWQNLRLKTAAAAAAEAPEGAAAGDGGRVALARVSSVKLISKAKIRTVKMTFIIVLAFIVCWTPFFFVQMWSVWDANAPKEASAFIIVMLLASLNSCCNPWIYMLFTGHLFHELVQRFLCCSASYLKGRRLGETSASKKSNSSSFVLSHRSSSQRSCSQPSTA
An asterisk follows results filed as active.

SMILES	OXTR ag
CS(=O)(=O)c1ccccc1-c1nnc(NC(=O)CCS(=O)(=O)c2ccc(Cl)cc2)o1	-0.2
COc1ccc(CN(C)C(=O)c2cc(S(=O)(=O)NCc3ccccc3)ccc2C)c(OC)c1	3.6
CC[C@]12c3[nH]c4ccccc4c3CCN1C(=O)C(CC(=O)NC/C=C(\C)CCC=C(C)C)C[C@@H]2C(=O)N1CCN(C(=O)C2CC2)CC1 (stereo not given in full)	-2.3
COc1ccc([C@H]2CC(=O)C=C(c3ccc(-c4ccccc4)c(F)c3)C2)cc1	0.9
Cc1cnc(C(=O)OCC(=O)NC(C)c2ccccc2)cn1 (stereo not given)	1.5
COc1ccc(NC(=O)C(=O)NCC2CCCN2S(=O)(=O)c2cccs2)cc1 (stereo not given)	-0.6
Cc1cnc(C(=O)OC(C(=O)c2c[nH]c3ccccc23)c2ccccc2)cn1 (stereo not given)	6.1
O=C(COC(=O)c1ccc(O)cc1)c1ccc(S(=O)(=O)N2CCCCC2)cc1	8.6
CCOc1ccc(OCC(=O)OCC(=O)NCC2CCCO2)cc1 (stereo not given)	0.5
CC(OC(=O)/C=C/c1ccco1)C(=O)NC1CCCCC1C (stereo not given)	-1.9
C=C[C@@H]1c2cc(C)ccc2N(S(=O)(=O)c2ccc(C)cc2)[C@H](c2ccc(OC(C)=O)cc2)C1(C#N)C#N	1.4
COc1cc(C(=O)NCC(=O)NCCCSc2ccccc2)cc(OC)c1OC	-1.7
COc1cc(Oc2ccccc2)nc(N)n1	-0.1
CC(Oc1ccc(Br)cc1)C(=O)Nc1ccc(N2CCOCC2)cc1N1CCOCC1 (stereo not given)	-0.6
CCn1c(SCC(=O)Nc2ccc(N3CCOCC3)cc2)nnc1-c1ccco1	-1.1
Cc1nn(CC(=O)OCC(=O)c2ccccc2)c(C)c1[N+](=O)[O-]	1.5
O=C(NCC(c1ccco1)N1CCCC1)c1cn(Cc2ccccc2)nc1-c1ccccc1 (stereo not given)	-1.7
CCCN(CC(=O)Nc1ccccc1OC)C(=O)c1cc(-c2ccccc2)nn1-c1ccccc1	-0.6
CC(C)C(=O)Nc1cc(S(=O)(=O)N2CCOCC2)ccc1N1CCCCC1	-0.5
CC(Sc1ncnc2sc(-c3ccccc3)cc12)C(=O)N1CCNC1=O (stereo not given)	1.9
Cc1ccc(NC(=O)COC(=O)Cc2ccc(Br)cc2)cc1S(=O)(=O)N1CCOCC1	9.1
COc1ccc(NC(=O)CN(C)C(=O)C(C)Oc2ccc(Br)cc2)cc1 (stereo not given)	1.3
O=C(Cc1ccc2c(c1)OCCO2)Nc1ccc(Cl)c(S(=O)(=O)N2CCOCC2)c1	6.1
Cn1c(N)c(C(=O)CSc2nnc(C3CC3)n2Cc2ccccc2)c(=O)n(C)c1=O	1.3
CN(CC1COc2ccccc2O1)C(=O)CSc1ncnc2sccc12 (stereo not given)	2.9
Next part
SMILES	OXTR ag
COc1ccc(NC(=O)CN(C)C(=O)c2oc3c(ccc4ccccc43)c2C)cc1	0.9
CCOC(=O)c1ccccc1NC(=O)CSc1nc2ccccc2c(=O)n1CCCN1CCOCC1	3.7
Cc1ccc(S(=O)(=O)N2CCOCC2)cc1NC(=O)COC(=O)C1=COCCO1	0.1
Cc1csc(=O)n1CC(=O)OCC(=O)Nc1cc([N+](=O)[O-])ccc1Cl	0.7
CCC/C(=C1/c2ccccc2C(=O)N1c1ccccc1)c1ccc2[nH]ccc2c1	-1.3
Cc1ccc(S(=O)(=O)N(C)C)cc1NC(=O)COC(=O)CCC1CCCCC1	1.6
COc1ccc(CN(C)C(=O)c2ccc(OCC(=O)Nc3cccc(C(F)(F)F)c3)c(OC)c2)c(OC)c1	2.2
O=C(NC1CCC(O)CC1)c1ccc(NS(=O)(=O)c2cccc([N+](=O)[O-])c2)cc1 (stereo not given)	-0.6
CCc1cc(C(=O)N2CCN(S(=O)(=O)c3ccc(Cl)cc3)CC2)sc1C	-1.0
CC(C)Cc1nccs1	0.5
CCCNC(=O)c1ccc(N2CCC3(CC2)CC(c2cccc(Br)c2)=NO3)c(NC(=O)c2cccc(C)c2)c1	0.1
Cc1ccc(Nc2nnc(SC(C)C(=O)NC3CC3)s2)cc1 (stereo not given)	-2.1
CC(C)NC(=O)N(C)C[C@@H]1Oc2c(NC(=O)Nc3ccccc3)cccc2C(=O)N([C@H](C)CO)C[C@H]1C	0.5
CCOc1ccc(S(=O)(=O)N2CCOCC2)cc1NC(=O)CSCc1ccc(C)cc1	-1.8
Cc1cccc(NC(=O)CN(C)C(=O)C2CCCC2)c1C	-0.9
Cc1ccc(S(=O)(=O)N(Cc2c(F)cccc2Cl)C(=O)N2CCN(C)CC2)cc1	1.5
Cc1cc(C(=O)C(C)OC(=O)c2ccc(NC(=O)CC#N)cc2)c(C)n1-c1ccccc1 (stereo not given)	-1.4
CCOc1ccc(NC(=O)COC(=O)c2n[nH]c3ccccc23)cc1	6.0
O=C(c1ccc(=O)[nH]c1)N1CCN(S(=O)(=O)c2ccc3ccccc3c2)CC1	-1.3
O=C(OCC#CCSc1nnc(-c2cccc3ccccc23)o1)c1ccc(Cl)cc1	2.4
COc1cccc(NC(=O)CN(C)C(=O)Cn2cnc3ccccc3c2=O)c1	1.2
COc1cccc(NC(=O)C(c2ccccc2)N2CCN(CC(=O)N3CCOCC3)CC2)c1 (stereo not given)	1.4
COc1ccc(C)c2sc(N(CCCN(C)C)C(=O)c3ccc4c(c3)OCCO4)nc12	9.2
CN(CC(=O)Nc1ccccc1C(F)(F)F)C(=O)Cc1ccc(S(=O)(=O)N2CCOCC2)s1	-0.3
O=c1[nH][nH]c(=O)c2cc([N+](=O)[O-])ccc12	2.0

Given in markdown: two of the compounds above.
| mol | OXTR ag |
| --- | --- |
| Cc1ccc(S(=O)(=O)N(Cc2c(F)cccc2Cl)C(=O)N2CCN(C)CC2)cc1 | 1.5 |
| Cc1cc(C(=O)C(C)OC(=O)c2ccc(NC(=O)CC#N)cc2)c(C)n1-c1ccccc1 (stereo not given) | -1.4 |

(further entries)
SMILES	OXTR ag
CN(CC(=O)Nc1ccc2c(c1)OCCO2)Cc1nc2ccccc2c(=O)[nH]1	-0.2
CC1CC(C)(C)CC2(C1)NC(=O)N(CC(=O)Nc1ccc3[nH]c(=O)[nH]c3c1)C2=O (stereo not given)	-0.3
CCc1noc(C)c1C(=O)Nc1nc2ccc(F)cc2s1	-2.1
CN(c1ccccc1)S(=O)(=O)c1ccc(C(=O)NNC(=O)c2ccccc2)cc1	0.4
O=C(Cc1cccc(NC(=O)C2CCCN(C(=O)CCc3ccccc3)C2)c1)Nc1cccc(C(=O)N2CCCC2)c1 (stereo not given)	-0.7
O=C(NCCC1=CCCCC1)C1CCN(S(=O)(=O)c2cccc(C(F)(F)F)c2)CC1	6.5
O=C1Nc2ccc(Br)cc2C12OCCO2	0.1
CC(C)[C@H](NC(=O)c1ccccc1)C(=O)OCC(=O)NCC1CCCO1 (stereo not given in full)	0.7
CC(=O)c1c(C)[nH]c(C(=O)COC(=O)c2nccnc2N)c1C	0.6
CN(C)CCC(Oc1ccccc1OCc1ccccc1)c1ccccc1 (stereo not given)	7.9
CC(=O)c1c(C)[nH]c(C(=O)COC(=O)c2cccnc2Cl)c1C	3.6
CCc1cc(Cn2nc(-c3ccccc3)cc2C(=O)NCCOC)on1	0.3
CCC(=O)c1ccc(OCC(=O)OCC(=O)NC2CCCC2)cc1	2.6
Cc1cc(C(=O)NC2CCCCCCC2)ccc1[N+](=O)[O-]	-2.8
COC(=O)c1ccc(OC(=O)CCS(=O)(=O)c2ccc(C)cc2)cc1	0.6
Cc1ccc(C(=O)NCC(C)NC(=O)c2ccc(C)c([N+](=O)[O-])c2)cc1[N+](=O)[O-] (stereo not given)	-2.2
O=C(Nc1cc(-c2ccccc2)nn1-c1c(Cl)cccc1Cl)c1ccc(F)cc1	-0.3
CSc1ccccc1C(=O)OCC(=O)Nc1ccc(N2CCOCC2)cc1	1.4
CCCN(CC(=O)Nc1ccccc1C)C(=O)C1CCN(S(=O)(=O)c2cccc(C(F)(F)F)c2)CC1	0.3
CN(Cc1cccc(F)c1)C(=O)C1CC(=O)N(c2ccc3c(c2)OCCO3)C1 (stereo not given)	0.0
N#Cc1ccc(CN2CCN(C(=O)c3ccc(S(=O)(=O)N4CCCCCC4)cc3)CC2)cc1	6.4
O=C(CN1C(=O)NC2(CCCCCC2)C1=O)Nc1ccc(Br)cc1Br	-1.1
CCCn1nc(C(=O)NNC(=O)c2cccc(C)c2)c2ccccc2c1=O	-0.8
CC(C)(C)OC(=O)C[C@@H]1C/C=C\C[C@H](CC(=O)NCCO)C(=O)N[C@@H](Cc2ccccc2)COC1=O	0.2
CN(C(=O)c1ccc2c(c1)OCO2)C1(C)CCS(=O)(=O)C1 (stereo not given)	0.4
(listing goes on)
SMILES	OXTR ag
CC(=O)N/C(=C\c1ccccc1)C(=O)OC(C)C(=O)Nc1ccccc1F (stereo not given)	-0.8
COc1cccc([C@@H]2CC=C(C(=O)O)[C@H](c3ccccc3F)N2S(=O)(=O)c2ccc(C)cc2)c1	-0.7
O=C(COC(=O)C1CC1)Nc1ccc(Cl)cc1Cl	-0.8
CCN(CC)S(=O)(=O)c1ccc(NC(=O)COc2cccc(-n3cnnn3)c2)cc1	1.9
O=C(COC(=O)CCNS(=O)(=O)c1ccccc1)NNC(=O)c1ccccc1	-0.1
COc1ccc(N=Nc2c(C)[nH]c3ccccc23)cc1	-0.1
CCOc1ccccc1N1CC(C(=O)NNC(=O)c2cc(OC)c(OC)c(OC)c2)CC1=O (stereo not given)	-0.4
CC(C)NC(=O)N(C)C[C@@H]1Oc2c(NC(=O)C3CCOCC3)cccc2C(=O)N([C@@H](C)CO)C[C@H]1C	1.3
CCN1C(=O)[C@H]2[C@@H](c3ccc(-c4ccc(OC)cc4)c(OC)c3)N[C@@](CC(C)C)(C(=O)OC)[C@H]2C1=O	-2.1
C[C@H](CO)N1C[C@H](C)[C@@H](CN(C)Cc2ccc(Cl)c(Cl)c2)Oc2c(NS(=O)(=O)c3ccc(F)cc3)cccc2C1=O	1.8
CCS(=O)(=O)c1ccc(-c2cccc(NC(=O)c3ccc(Br)o3)c2)nn1	0.6
O=C(CCNC(=O)c1ccc(Br)cc1)NCc1cccnc1	1.4
Cc1noc(C)c1COc1ccccc1C(=O)N(C)Cc1ccco1	-0.5
Clc1cccc(-c2ccc(-c3nc4ccccn4c3NCc3ccccc3)cc2)c1	-1.2
CCCSc1ccc([C@H]2N[C@@](Cc3ccccc3)(C(=O)OC)[C@H]3C(=O)N(CC)C(=O)[C@@H]23)cc1	3.1
C#CCOCCOCCOCCNc1nc(N2CCN(C(=O)CCCCCCCCCCNC(=O)[C@@H](CCSC)n3cc(CCO)nn3)CC2)nc(N2CCN(C(=O)CCCCCCCCCCNC(=O)[C@H]([C@@H](C)CC)n3cc(CCCCCN)nn3)CC2)n1	1.2
CCCN(C(=O)CSCC(=O)Nc1ccc(OC)cc1)c1c(N)n(Cc2ccccc2)c(=O)[nH]c1=O	0.4
COc1cc(C)ccc1OCC(=O)OCC(=O)c1[nH]c(C)c(C(C)=O)c1C	5.7
CC(=O)c1cccc(OCC(=O)N(C)CC(=O)NCc2ccco2)c1	0.5
O=C1C(Cc2ccccc2)Nc2ncnc(N3CCCCC3)c2N1Cc1ccc(Br)cc1 (stereo not given)	-0.5
O=C(COC(=O)CNC(=O)c1ccccc1F)Nc1ccc2c(c1)OCO2	7.2
CCN(CC)S(=O)(=O)c1ccc(N2CCOCC2)c(NC(=O)c2ccco2)c1	0.0
CC[C@@]1(C(=O)OC)N[C@H](CN(C)C(=O)c2ccc(C)cc2)[C@@H]2C(=O)N(C)C(=O)[C@@H]21	0.9
Cc1nc(CC(=O)NNS(=O)(=O)c2cccc(Cl)c2Cl)cs1	0.1
CC1CCC(NC(=O)C(C)N2C(=O)C3CCCCC3C2=O)CC1 (stereo not given)	-1.5
(more compounds)
SMILES	OXTR ag
CCOc1ccccc1NC(=O)COC(=O)Cc1ccsc1	-2.1
CCN(C(=O)CSc1nnc(C(C)N(C)C)n1-c1ccc(F)cc1)C1CCS(=O)(=O)C1 (stereo not given)	0.7
Cn1c(N)c(C(=O)CSc2nnc(C3CC3)n2-c2ccccc2)c(=O)[nH]c1=O	1.1
CSc1nc(O)c(C(c2ccc(F)cc2)c2c(O)nc(SC)[nH]c2=O)c(=O)[nH]1	0.0
CCN(CC(=O)Nc1c(F)cccc1F)C(=O)CCSc1ccc(F)cc1	-0.2
O=C(CN1CCCCC1)NC(=O)NC1CCCCC1	1.5
Cc1ccccc1OCCOC(=O)c1ccc(S(=O)(=O)N2CCCC2)cc1	1.8
CCC1(c2ccccc2)NC(=O)N(CC(=O)Nc2ccc(Cl)c(S(=O)(=O)N3CCCCC3)c2)C1=O (stereo not given)	2.1
CC(Sc1ccccc1)C(=O)N/N=C/c1ccccc1 (stereo not given)	-0.7
CCC1(c2ccccc2)NC(=O)N(CC(=O)NC2CCCCCC2)C1=O (stereo not given)	0.0
CC1CCN(C(=O)c2ncn(C)c2C(=O)N2CCC(C)CC2)CC1	1.8

Four entries from above, sorted by molar mass, largest number first.
SMILES	OXTR ag
Cc1ccccc1OCCOC(=O)c1ccc(S(=O)(=O)N2CCCC2)cc1	1.8
CCC1(c2ccccc2)NC(=O)N(CC(=O)NC2CCCCCC2)C1=O (stereo not given)	0.0
CC(Sc1ccccc1)C(=O)N/N=C/c1ccccc1 (stereo not given)	-0.7
O=C(CN1CCCCC1)NC(=O)NC1CCCCC1	1.5

Grouped by structure: the entries above with a cyano group (3)
SMILES	OXTR ag
C=C[C@@H]1c2cc(C)ccc2N(S(=O)(=O)c2ccc(C)cc2)[C@H](c2ccc(OC(C)=O)cc2)C1(C#N)C#N	1.4
Cc1cc(C(=O)C(C)OC(=O)c2ccc(NC(=O)CC#N)cc2)c(C)n1-c1ccccc1 (stereo not given)	-1.4
N#Cc1ccc(CN2CCN(C(=O)c3ccc(S(=O)(=O)N4CCCCCC4)cc3)CC2)cc1	6.4

4 entries drawn at random from those above:
SMILES	OXTR ag
CCC1(c2ccccc2)NC(=O)N(CC(=O)Nc2ccc(Cl)c(S(=O)(=O)N3CCCCC3)c2)C1=O (stereo not given)	2.1
CCN(CC(=O)Nc1c(F)cccc1F)C(=O)CCSc1ccc(F)cc1	-0.2
CCN(C(=O)CSc1nnc(C(C)N(C)C)n1-c1ccc(F)cc1)C1CCS(=O)(=O)C1 (stereo not given)	0.7
O=C(CN1CCCCC1)NC(=O)NC1CCCCC1	1.5

The list is partial, so the mix of outcomes need not match the whole.
